# MRP reversal: reversal of MRP1-mediated doxorubicin resistance, primary screen, H69AR cells, doxorubicin co-treatment; actives 0.04% (n = 85,000); H69AR cells + 2 uM doxorubicin, CellTiter-Glo, 72 h; differential viability (reversal), % at 10 µM; AID 602, 2007;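 active = viability drop by adding the cancer drug above about 55%, with treated viability meeting a 40% cutoff, limit read from the data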;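 note: viability without doxorubicin minus viability with 2 µM doxorubicin for each compound; larger differential means the compound sensitizes cells more to doxorubicin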
# MRP reversal cytotoxicity: second read-out of MRP reversal, no call of its own (marks repeat the call); viability, %; H69AR cells, CellTiter-Glo, 72 h; measured here: cytotoxicity without doxorubicin
# MRP reversal with doxorubicin: further read-out of MRP reversal, marked with its call; viability, %; measured here: viability with 2 uM doxorubicin; stronger effect = lower value
# The depositor's hits bear a star. This is a subset; the hit share may differ from the screen's.
SMILES,MRP reversal,MRP reversal cytotoxicity,MRP reversal with doxorubicin
CN(C)CCOc1ccccc1Cc1ccccc1,2.4,102.4,100.0
Cn1c(=O)c2c(ncn2CCO)n(C)c1=O,-3.5,94.9,98.4
Cc1cccc(C)c1NC(=O)C1CCCCN1C (stereo not given),-1.4,92.1,93.5
CCCCC1C(=O)N(c2ccccc2)N(c2ccccc2)C1=O,-6.4,92.8,99.2

# Three structures already listed, ordered by formula weight, smallest number first:
SMILES,MRP reversal,MRP reversal cytotoxicity,MRP reversal with doxorubicin
Cc1cccc(C)c1NC(=O)C1CCCCN1C (stereo not given),-1.4,92.1,93.5
CN(C)CCOc1ccccc1Cc1ccccc1,2.4,102.4,100.0
CCCCC1C(=O)N(c2ccccc2)N(c2ccccc2)C1=O,-6.4,92.8,99.2

# Fetched by structure from above:
SMILES,MRP reversal,MRP reversal cytotoxicity,MRP reversal with doxorubicin
Cc1cccc(C)c1NC(=O)C1CCCCN1C (stereo not given),-1.4,92.1,93.5
CCCCC1C(=O)N(c2ccccc2)N(c2ccccc2)C1=O,-6.4,92.8,99.2

# Screening results: PubChem, SRMLSC
